# EphA4 KYL inhibition: inhibitors of EphA4 binding to KYL peptide, primary screen, biochemical, colorimetric, mouse EphA4 (AID 689); inhibition, % at 10 µM; hits with a dose series show IC50 in µM; EphA4-AP binding to KYL peptide, pNPP A405; higher % means a stronger effect; hit rate 0.1% among 62,000; in the data active = a potency from the dose series; inactive = the rest, 99 in 100 with inhibition below about 22%
# The depositor's hits bear a star; & = joins results of further samples. The list is partial; the hit share may differ from the screen's.
EphA4 KYL inhibition | SMILES
13% | O=C(NC(Cc1ccccc1)C(=O)O)c1ccccc1 (configuration not stated)
-8% | O=C(Cn1cnc2c(nnn2Cc2ccc(F)cc2)c1=O)N1CCN(c2ccccc2)CC1
-6%&5% | CCOC(=O)c1ccccc1NC(=O)Cn1cnc2c1c(=O)n(C)c(=O)n2C
-8% | O=C(c1ccc(Cl)cc1)c1cc2ccccc2o1
-11% | COC(=O)[C@H](Cc1ccccc1)NC(=O)NCC1CCCO1 (some centres not stated)
-16% | CCC1Oc2ccccc2N(CC(=O)NCCC2=CCCCC2)C1=O (configuration not stated)
-10% | O=C(C1=C(O)C(=O)N(c2ncccn2)C1c1cccs1)c1ccco1 (configuration not stated)
-13% | COc1ccc(CNC(=O)Cn2nc(-c3ccc4c(c3)OCCO4)ccc2=O)cc1
-6% | CN=C(Nc1ccccc1)SC1CC(=O)N(c2ccc(C(=O)OC)cc2)C1=O (configuration not stated)
-3% | COc1ccc(C2=Nc3ccc(Br)cc3C(c3ccccc3)N2CC(=O)NN)cc1 (configuration not stated)
-6% | Cc1ccc(NC(=S)NNC(=O)c2nn(C)c(C)c2Cl)cc1
-4% | Cc1cc(C(=O)COc2nncc3ccccc23)c(C)n1C
-8% | Cc1cc(C)n(-c2nc(NCC(C)O)c3c4c(sc3n2)COC(C)(C)C4)n1 (configuration not stated)
1% | COc1ccccc1NC(=O)C1CCCN1C(=O)NCc1ccccc1 (configuration not stated)
6% | CCCCNC(=O)CS(=O)Cc1nc(-c2cccc(Cl)c2)oc1C (configuration not stated)
-9% | NC(=O)C1(N2CCCCC2)CCN(C(=O)c2ccc(-n3cnnn3)cc2)CC1
-6% | CCCN1Cc2cccc(C(=O)Nc3cc(OC)cc(OC)c3)c2C1=O
-13% | O=C(NC(=S)Nc1cc([N+](=O)[O-])cc(Cl)c1O)c1cccnc1
-3% | O=C(Nc1nc(-c2cccs2)cs1)c1ccc(S(=O)(=O)N2CCCC2)cc1
4% | CC(C)Oc1cccc(-c2cc(C(=O)N3CCN(c4ncccn4)CC3)c3ccccc3n2)c1
1% | Cc1ccc(S(=O)(=O)Nc2ccc(S(=O)(=O)N3CCCC3)cc2)cc1
-2% | CCC1CCCCN1C(=O)COC(=O)c1ccc(S(=O)(=O)N2CCOCC2)cc1 (configuration not stated)
5% | Cc1cc(Cl)ccc1OCC(=O)Nc1ccc(N2CCOCC2)cc1
-18% | Cc1ccc(S(=O)(=O)N2CCN(C)CC2)cc1[N+](=O)[O-]
-17% | COc1ccc(NC(=O)CSc2nc3ccccc3cc2Cc2ccccc2)cc1
-16% | CC1CC(C)CN(CC(=O)Nc2ccc3c(c2)OCCO3)C1 (configuration not stated)
3% | NNC(=O)Cc1cn(-c2ncc(C(F)(F)F)cc2Cl)c2ccccc12
-2% | CCc1nnc(NC(=O)CSc2nnc(CNc3cccc(C)c3)n2-c2ccccc2)s1
-10% | C=CCSc1nc2c(sc3nc(C)cc(C)c32)c(=O)[nH]1
1% | O=C(CSCc1cnn(-c2ccccc2)c1-n1cccc1)N1CCN(Cc2ccccc2)CC1
15% | CCOc1cc(C=C2C(=O)NC(=S)NC2=O)ccc1OCc1ccccc1F
14% | CCOc1ccc(S(=O)(=O)N(CC(=O)Nc2ccc(C)cc2C)c2ccc(C)cc2)cc1
-14% | CC(=O)Oc1c(S(=O)(=O)c2ccc(C)cc2)c(C)nn1C(C)(C)C
22% | O=C(NC(=S)Nc1ccccc1)c1cc(-c2ccccc2)nc2ccccc12
-2% | COc1ccc2sc3c(=O)[nH]c4ccccc4c3c2c1
-1% | CC(C)COc1ccc(C(=O)Nc2ccc(N3CCOCC3)c(Cl)c2)cc1
20% | Cc1oc(C)c2c(=O)ccc3c(c12)OC(N)=C(C#N)C3c1ccc(F)cc1 (configuration not stated)
-6% | CC(C)(C)SCCNS(=O)(=O)c1ccc2ccccc2c1
4% | COc1ccc(Cl)cc1NC(=O)C1=C(C)NC(=S)NC1c1cccc([N+](=O)[O-])c1 (configuration not stated)
0% | CCOc1ccc(C(=O)NC(=S)Nc2ccccc2N2CCC(C)CC2)cc1[N+](=O)[O-]
2% | C/C(=N\NC(=O)c1ccc(Br)cc1)c1ccccc1
0% | CC(=O)Nc1ccc(NC(=O)N2CCOCC2)cc1
2% | CCCCSc1nc2c(c(=O)[nH]1)CCC2
16% | O=C(COc1ccc(Cl)cc1)NCc1nnc(SCC(=O)NC2CCCCC2)o1
-2% | CCc1cc2c(=O)c(-c3nc4ccccc4n3C)c(COCC(=O)O)oc2cc1OC(=O)C(C)(C)C
-8% | O=C(Nc1c(C(=O)N2CCCCC2)cnn1-c1ccccc1)c1ccco1
7% | Nc1cc(-c2ccccc2)nn1-c1ccccc1
-15% | O=S(=O)(NCc1cccnc1)c1ccc(Cl)nc1
-3% | O=C(COc1ccc(Br)cc1)N1CCC(c2ccccc2)C1 (configuration not stated)
-8% | O=C(CSc1nnc(-c2cccs2)n1-c1ccccc1)c1ccc2c(c1)OCCO2
-14% | c1ccc(OCc2nc(-c3cccs3)no2)cc1
2% | COc1cc(OC)c(-n2c(C)cc(C=O)c2C)cc1Cl
-7% | Cc1c(NC(=O)C(C#N)=C2CCCCC2)c(=O)n(-c2ccccc2)n1C
-3% | COc1ccc(CN(C)C(c2ccccc2)c2nnnn2-c2ccccc2C)c(OC)c1C (configuration not stated)
-12% | COc1cc(/C=C2/NC(=S)NC2=O)ccc1OCc1ccc(I)cc1
16% | Clc1ccc(-c2nnc(-c3ccccc3)c(N3CCSCC3)n2)cc1
-6% | CCc1ccc(Nc2oc(C)cc(=O)c2C(C)=O)cc1
2% | CC1(C)Cc2c(sc(NC(=O)c3ccc(Br)o3)c2C#N)CO1
-7% | COc1ccccc1CNCc1cccs1
-6% | Cc1cc(C)c2cc(CN(CC3CCCO3)S(=O)(=O)c3ccc4c(c3)OCCO4)c(=O)[nH]c2c1 (configuration not stated)

# Next section; it opens with the 3 that closed the last part.
EphA4 KYL inhibition | SMILES
2% | CC1(C)Cc2c(sc(NC(=O)c3ccc(Br)o3)c2C#N)CO1
-7% | COc1ccccc1CNCc1cccs1
-6% | Cc1cc(C)c2cc(CN(CC3CCCO3)S(=O)(=O)c3ccc4c(c3)OCCO4)c(=O)[nH]c2c1 (configuration not stated)
-2% | N#Cc1nc(-c2ccc([N+](=O)[O-])cc2)oc1NCc1ccccc1
-11% | O=C1NC(=S)N/C1=C\c1ccc(Oc2ccc([N+](=O)[O-])cn2)cc1
-3% | C/C(=N/NC(=O)c1cn(-c2cccc(C)n2)cn1)c1ccc(C)cc1
3% | O=C(Cc1ccccc1)Nc1ccc(N2CCCC2)cc1
-8% | CSc1nsc(SC)c1C(=O)N1CCN(S(=O)(=O)c2ccc(C)cc2)C1C (configuration not stated)
-1% | COc1cc(C(O)c2nccn2C)ccc1OCc1ccccc1 (configuration not stated)
1% | NC(=O)C1CCN(S(=O)(=O)c2ccc(Cl)cc2)CC1
0% | O=C1OC2C=CC(Br)=CC2C=C1C(=O)N1CCSC1c1ccc2c3c(cccc13)CC2 (configuration not stated)
-1% | CS(=O)(=O)N1CC(C(=O)NN)Oc2ccc(Cl)cc21 (configuration not stated)
-7% | CC(C(=O)NC1CCCC1)N(Cc1ccc2c(c1)OCO2)C(=O)c1snc(C(N)=O)c1N (configuration not stated)
6% | Cc1ccc(C(=O)COC(=O)CNC(=O)Cc2ccccc2)cc1[N+](=O)[O-]
-3% | O=C(O)CSc1nnc(Cn2c(=O)sc3ccccc32)n1-c1cccc(Cl)c1
2% | Cc1nc2ccccc2nc1-c1ccc([N+](=O)[O-])cc1
4% | CCCCNC(=S)NNC(=O)c1ccoc1C
7% | O=C(COc1cccc2ccccc12)N1c2ccccc2CCc2ccccc21
-12% | O=C(CNC(=O)c1ccccc1C(=O)O)c1ccccc1
3% | CCOC(=O)c1cnn(-c2ccccc2)c1NC(=O)c1ccccc1
2% | COc1ccc(S(=O)(=O)Nc2ccc(C)c(Cl)c2)cc1OC
-13% | COc1cc(/C=C2\SC(=S)N(C)C2=O)ccc1OC(=O)c1sc2cc(C)ccc2c1Cl
-37% | CC(C)COC(=O)Nc1nnc(SCCOc2ccccc2)s1
-7% | CCC(CC)C(=O)NCCN1CCN(C(=O)C(CC)CC)CC1
-1% | CC1CCc2cc(F)ccc2N1C(=O)CSc1nnc2c(n1)[nH]c1ccc(F)cc12 (configuration not stated)
-9% | N#Cc1cc2ccccc2nc1SCC(=O)Nc1ccc(S(=O)(=O)N2CCCC2)cc1
-8% | Cc1ccc(C(=O)n2cnnc2N)cc1
0% | COc1ccccc1NC(=O)COc1ccc(/C=N/NC(=O)CSCc2ccc(Cl)cc2)cc1
4% | Cc1ccc(-n2c(N)c(C(=O)NCc3ccco3)sc2=S)cc1
0% | CCCCOC(=O)CCNc1n[nH]c(=O)[nH]c1=O
-11% | CCn1c(SCC(=O)NCCc2ccc(OC)c(OC)c2)nc2c1c(=O)n(C)c(=O)n2C
-15%&-9% | Cc1cc(C)n(S(=O)(=O)c2cccc(Cl)c2Cl)n1
-15% | O=[N+]([O-])c1ccc(Sc2nccn2Cc2ccccc2)cc1
0% | COCCOC(=O)c1c(C)oc2ccc(OC/C=C/c3ccccc3)cc12
-11% | Cc1ccc(Nc2cc(C)c3ccccc3n2)c(C)c1
1% | C(=N\Nc1nn[nH]n1)/c1ccccc1
-8% | Cc1ccc(C(=O)NCC(=O)NCC(=O)OCC(=O)c2ccc([N+](=O)[O-])cc2)cc1
7% | O=C(CSc1nnc2ccccn12)N1CCc2ccccc2C1
10% | CC(C)C(=O)NC(=S)N1CCOCC1
-6% | O=C(COC(=O)c1c2ccccc2cc2ccccc12)Nc1ncc(C(F)(F)F)cc1Cl
-7% | Cc1ccc(-c2ccc(=O)n(CC(=O)Nc3cccc(C(=O)N4CCN(C)CC4)c3)n2)cc1
4% | CCN(CC)C(=O)CN(C)S(=O)(=O)c1cccc2nsnc12
-16% | O=C(CSc1nnc(-c2ccc3c(c2)OCCO3)o1)NC1CCCCC1
6% | CC(=O)Nc1cc(-c2ccc(Cl)cc2)[nH]n1
-5% | Cc1ccccc1OCC(=O)Nc1ccc(C(N)=O)cc1
-6% | CCNCc1cc(OCC)c(OCC(=O)NCCc2ccccc2)cc1Cl
-9% | CN1CCN(CCCNC(=O)c2cn(C3CCCCC3)c(=O)c3c2c2ccccc2n3C)CC1
-16% | CCOCc1cnc(C)nc1NCC(=O)c1c(C)[nH]c2ccccc12
-10% | CCOC(=O)C1=C(O)/C(=C\c2ccccc2Cl)N=C1C
-16% | Cc1ccc(CNC(=O)C2CNc3cc(C)ccc3O2)cc1 (configuration not stated)
6% | CC(=O)c1c(OC(=O)c2ccco2)ccc2c(C)cc(=O)oc12
3% | COc1ccc(N(CC(=O)NC2CCCCCC2)S(=O)(=O)c2c(C)nn(C)c2C)cc1
-8% | CC(C)NC(=O)CC(=O)N/N=C/c1ccccc1F
-1% | COc1cc(-c2noc(-c3ccco3)n2)cc(OC)c1OC
3% | O=C(NC(NC(=S)Nc1ccc(F)cc1)C(Cl)(Cl)Cl)c1ccc(F)cc1 (configuration not stated)
-16% | CCCn1c(SCc2ccccn2)nc2c1c(=O)n(C)c(=O)n2C
-8% | Cc1ccc(/C=C2\SC(=S)N(c3cccc(C)c3C)C2=O)cc1
-11% | CCOc1ccc(C(C)=O)cc1CN1C(=O)NC2(CCCCC2C)C1=O (configuration not stated)
-11% | O=C(Cc1csc(Nc2nc(=S)[nH]c3ccccc23)n1)NCc1ccccc1Cl
-18% | CCN(CC)c1ccc(C(=O)Nc2ccccc2C(F)(F)F)cc1
0% | COc1cccc(-n2c(Cc3cc(=O)[nH]c(=O)[nH]3)nnc2SCC(=O)N2CCCCCC2)c1
0% | Cc1ccccc1C(=O)NNC(=O)C(=O)Nc1cccc(Cl)c1C
-6% | Cc1ccc(CN/C=C/C(=O)c2ccc(Br)cc2)cc1

# Ordered by SMILES length (lowest first): some entries from above.
EphA4 KYL inhibition | SMILES
-1% | COc1cc(-c2noc(-c3ccco3)n2)cc(OC)c1OC
0% | COCCOC(=O)c1c(C)oc2ccc(OC/C=C/c3ccccc3)cc12
3% | O=C(NC(NC(=S)Nc1ccc(F)cc1)C(Cl)(Cl)Cl)c1ccc(F)cc1 (configuration not stated)
3% | COc1ccc(N(CC(=O)NC2CCCCCC2)S(=O)(=O)c2c(C)nn(C)c2C)cc1

# Pulled by structure from above:
EphA4 KYL inhibition | SMILES
-8% | CC(C)NC(=O)CC(=O)N/N=C/c1ccccc1F
3% | COc1ccc(N(CC(=O)NC2CCCCCC2)S(=O)(=O)c2c(C)nn(C)c2C)cc1
10% | CC(C)C(=O)NC(=S)N1CCOCC1

# The listing continues.
EphA4 KYL inhibition | SMILES
-12% | O=C(Cn1cnc([N+](=O)[O-])n1)NCc1ccccc1
-11% | O=C(NCCOc1ccccc1)c1cncc(Br)c1
-26% | CCn1c(NC(=O)c2ccc(COc3ccc(C)cc3[N+](=O)[O-])o2)nc2ccccc21
-14% | CCOC(=O)N1CCN(C(=O)c2cccn3c(=O)c4cc(Cl)ccc4nc23)CC1
4% | O=C(NCCCN1CCOCC1)c1cc(-c2ccc(F)cc2)on1
4% | CCCOc1ccc(-c2nnc(-c3ccncc3)o2)cc1
-9% | CCOCc1nnc(NC(C)=O)s1
-5% | COCC(C)NS(=O)(=O)c1ccc(NC(=O)C(Cc2ccccc2)NC(N)=O)cc1 (configuration not stated)
-10% | CN(C)c1ccc2c(=O)[nH][nH]c(=O)c2c1
-5% | CCC(C)C(=O)Nc1nc(C)c(-c2csc(Nc3cc(OC)ccc3OC)n2)s1 (configuration not stated)
-2% | CCOc1ccc(NC(=O)Cn2nnc(C(=O)NCc3ccco3)c2N)cc1
-2% | COc1ccc(CCNC(=O)CCN2C(=O)COc3ccc(C)cc32)cc1OC
-8% | CC(=O)c1sc(NC(=O)C(C)C)nc1C

# Three of the entries above in order of the EphA4 KYL inhibition value, highest first:
EphA4 KYL inhibition | SMILES
4% | CCCOc1ccc(-c2nnc(-c3ccncc3)o2)cc1
-5% | CCC(C)C(=O)Nc1nc(C)c(-c2csc(Nc3cc(OC)ccc3OC)n2)s1 (configuration not stated)
-26% | CCn1c(NC(=O)c2ccc(COc3ccc(C)cc3[N+](=O)[O-])o2)nc2ccccc21
